Myeloid diff 2 – myeloid differentiation induction. ER-HoxA9 myeloid progenitors, lysozyme-GFP differentiation, flow cytometry. calls only at 10 µM. 360,000 compounds, 1% hits;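 active = normalized GFP-positive differentiation at or above the plate's own cutoff, the solvent-only control mean plus 3 SD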;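 note: cells exposed to compound for four days before flow analysis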
KOR beta-arrestin-1 – kappa opioid receptor activators – cell-based, luminescence, uHTS, primary screen (AID 1777) | 280,000 compounds, 0.02% hits | KOR beta-arrestin recruitment, luminescence; higher % means a stronger effect | one-dose activation, % at 10 µM; EC50 in µM for titrated hits; in the data active = activation above about 50%, passing the limit was not always enough; note: a part of the inactive calls stands beside numbers as strong as those of hits
PhoP inhibition – PhoP-dependent GFP reporter repression – Salmonella Typhimurium, primary screen (AID 1863) | S. Typhimurium PhoP-regulated promoter GFP reporter, 4 h; higher % means a stronger effect | inhibition, % at 50 µM, or IC50 in µM where a hit was titrated | 300,000 compounds, 0.16% hits;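 active = inhibition over 29.93%, a cutoff 3 SD above the screen mean, later confirmed by dose response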;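 note: 0% = low Mg2+ inducing control and 100% = high Mg2+ repressing control; strong numbers were not always called active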
HIV fusion peptide – inhibitors of HIV fusion peptide binding, primary screen, biochemical, uHTS, fluorescence dequenching (AID 1986); cell-free peptide binding, fluorescence dequenching, 30 min; higher % means a stronger effect; one-dose inhibition, % at 20 µM; IC50 in µM for titrated hits; 290,000 compounds, 0.3% hits; in the data active = inhibition mostly above about 52%, no sharp cut-off; inactive = mostly below about 76%; note: some results filed as inactive read as strong as hits
HEK293 NOD2/NF-kB – inhibition of NOD2-driven NF-kB reporter – cell-based, luminescence, uHTS, HEK293 (AID 1566); 290,000 compounds, 0.63% hits; inhibition, % at 4 µM, or EC50 in µM where a hit was titrated; HEK293 NOD2/NF-kB luciferase reporter, luminescence; higher % means a stronger effect; note: many of its hits are not listed in these tables
NOD1 inhibition – inhibition of NOD1-driven NF-kB reporter – cell-based, luminescence, uHTS, primary screen (AID 1578); NOD1-driven NF-kB luciferase reporter cells, luminescence; higher % means a stronger effect; inhibition, % at 4 µM, or EC50 in µM where a hit was titrated; 290,000 compounds, 1% hits; in the data active = inhibition mostly above about 36%, no sharp cut-off; inactive = mostly below about 34%;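 note: HEK-293T reporter cells stimulated with the NOD1 agonist gamma-tri-DAP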
KOR beta-arrestin-2 – KOR antagonists, beta-arrestin recruitment, cell-based, luminescence, uHTS (AID 1778). 290,000 compounds, 0.091% hits. KOR beta-arrestin recruitment, luminescence, antagonist mode; higher % means a stronger effect. inhibition, % at 10 µM, or IC50 in µM where a hit was titrated; note: strong numbers were not always called active
SIAH1 antagonists – blockers of Siah-1 interaction with plectin peptide – biochemical, fluorescence polarization, rhodamine-plectin, uHTS, primary screen (AID 1817); Siah-1 / rhodamine-plectin peptide fluorescence polarization; higher % means a stronger effect; one-dose displacement, % at 20 µM; IC50 in µM for titrated hits; 290,000 compounds, 0.02% hits;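 active = displacement of at least 50% at 20 µM, with a fluorescence ratio check between 0.3 and a set limit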;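 note: plate controls were Siah plus tracer with DMSO for no effect and tracer alone without Siah for full effect; strong numbers were not always called active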
LYP phosphatase – inhibitors of LYP phosphatase, biochemical, fluorescence intensity, uHTS (AID 1779). recombinant LYP phosphatase, fluorescence intensity; higher % means a stronger effect. one-dose inhibition, % at 11.5 µM; IC50 in µM for titrated hits. 290,000 compounds, 0.054% hits;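 note: plate controls were vehicle with enzyme for no effect and no enzyme for full effect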
Myeloid diff 2 GFP+ MAC1+ % – recorded beside Myeloid diff 2, whose call it bears; GFP+ MAC1+ double positive, %; measured here: differentiation confirmed by MAC1 staining
The depositor's hits bear a star. Cut-off read from the data, not from the text of the source, unless noted: active = inhibition above about 50%; inactive = the rest. The list is partial; count on the stated rates, not on these rows.

CCC(C)NC(=O)CCNS(=O)(=O)c1ccc(Br)cc1 (stereo not drawn) was read as Myeloid diff 2 inactive, KOR beta-arrestin-1 -1.7%, PhoP inhibition -7%, HIV fusion peptide -0.3%, HEK293 NOD2/NF-kB 2%, NOD1 inhibition -20%, KOR beta-arrestin-2 -3%, SIAH1 antagonists -1%, LYP phosphatase -2% and Myeloid diff 2 GFP+ MAC1+ % 1.2.
Screening CSC1=NCCN1C(=O)c1ccc(S(=O)(=O)N2CCCC2)cc1 returned Myeloid diff 2 inactive, KOR beta-arrestin-1 -1.9%, PhoP inhibition 3%, HIV fusion peptide -0.4%, HEK293 NOD2/NF-kB 7%, NOD1 inhibition 4%, KOR beta-arrestin-2 -3%, SIAH1 antagonists 0%, LYP phosphatase -6% and Myeloid diff 2 GFP+ MAC1+ % 1.4.
`COc1ccc(C(=O)NCCn2ccc3ccccc32)cc1` gave Myeloid diff 2 inactive, KOR beta-arrestin-1 -6.0%, PhoP inhibition -10%, HIV fusion peptide -0.2%, HEK293 NOD2/NF-kB -47%, NOD1 inhibition -38%, KOR beta-arrestin-2 25%, SIAH1 antagonists 6%, LYP phosphatase -2% and Myeloid diff 2 GFP+ MAC1+ % 0.5.
Screening CN1CCN(/C(=N\O)c2nonc2N)CC1 returned Myeloid diff 2 inactive, KOR beta-arrestin-1 0.6%, PhoP inhibition 24%, HIV fusion peptide -1.8%, HEK293 NOD2/NF-kB 7%, NOD1 inhibition 19%, KOR beta-arrestin-2 23%, SIAH1 antagonists -4%, LYP phosphatase -5% and Myeloid diff 2 GFP+ MAC1+ % 0.7.
O=C(CSc1ncccc1-c1nc2ccccc2[nH]1)N1CCc2ccccc21 was read as Myeloid diff 2 inactive, KOR beta-arrestin-1 2.8%, PhoP inhibition 15%, HIV fusion peptide -0.3%, HEK293 NOD2/NF-kB -4%, NOD1 inhibition -37%, KOR beta-arrestin-2 22%, SIAH1 antagonists 5%, LYP phosphatase -4% and Myeloid diff 2 GFP+ MAC1+ % 0.0.
Screening COc1ccccc1NC(=S)N/N=C/c1cccc(C)c1 returned Myeloid diff 2 inactive, KOR beta-arrestin-1 -3.9%, PhoP inhibition -5%, HIV fusion peptide -1.0%, HEK293 NOD2/NF-kB -3%, NOD1 inhibition 12%, KOR beta-arrestin-2 17%, SIAH1 antagonists 17%, LYP phosphatase 1% and Myeloid diff 2 GFP+ MAC1+ % 0.3.
C=CCn1c(N/N=C/c2ccc(O)cc2)nc2ccccc2c1=O was read as Myeloid diff 2 inactive, KOR beta-arrestin-1 -5.3%, PhoP inhibition 3%, HIV fusion peptide -1.2%, HEK293 NOD2/NF-kB -29%, NOD1 inhibition -25%, KOR beta-arrestin-2 0%, SIAH1 antagonists 4%, LYP phosphatase 2% and Myeloid diff 2 GFP+ MAC1+ % 0.2.
Screening Cn1c(N)c(S(=O)(=O)NCc2ccccc2Cl)c(=O)n(C)c1=O returned Myeloid diff 2 inactive, KOR beta-arrestin-1 -4.7%, PhoP inhibition 8%, HIV fusion peptide 0.3%, HEK293 NOD2/NF-kB 17%, NOD1 inhibition -14%, KOR beta-arrestin-2 22%, SIAH1 antagonists 10%, LYP phosphatase -6% and Myeloid diff 2 GFP+ MAC1+ % 0.1.
`COc1ccc(Oc2c(C)nc(SCC(=O)c3ccc(Cl)cc3)[nH]c2=O)cc1` gave Myeloid diff 2 inactive, KOR beta-arrestin-1 2.0%, HIV fusion peptide 7.3%, HEK293 NOD2/NF-kB 4%, NOD1 inhibition 0%, KOR beta-arrestin-2 9%, SIAH1 antagonists 15%, LYP phosphatase -1% and Myeloid diff 2 GFP+ MAC1+ % 0.7.
`Cc1ccccc1C(=O)NNC(=O)CCC(=O)Nc1cccc(Cl)c1C` gave Myeloid diff 2 inactive, KOR beta-arrestin-1 -5.2%, PhoP inhibition 3%, HIV fusion peptide -1.5%, HEK293 NOD2/NF-kB -2%, NOD1 inhibition -25%, KOR beta-arrestin-2 6%, SIAH1 antagonists 4%, LYP phosphatase -8% and Myeloid diff 2 GFP+ MAC1+ % 1.1.
For O=C(Nc1ccc2c(c1)CCC2)C1CCN(c2c3c(nc4ncnn24)CCC3)CC1 the results were Myeloid diff 2 inactive, KOR beta-arrestin-1 -0.3%, PhoP inhibition 3%, HIV fusion peptide -2.0%, HEK293 NOD2/NF-kB -18%, NOD1 inhibition 40%, KOR beta-arrestin-2 -12%, SIAH1 antagonists 2%, LYP phosphatase -1% and Myeloid diff 2 GFP+ MAC1+ % 7.9.
For COC(=O)c1c(NC(=O)c2ccccc2)sc2c1CC(C)(C)NC2(C)C the results were Myeloid diff 2 inactive, KOR beta-arrestin-1 -3.5%, PhoP inhibition -7%, HIV fusion peptide 0.3%, HEK293 NOD2/NF-kB 14%, NOD1 inhibition -9%, KOR beta-arrestin-2 10%, SIAH1 antagonists 14%, LYP phosphatase -6% and Myeloid diff 2 GFP+ MAC1+ % 1.3.
CCn1c(COc2ccc(C)cc2)nnc1SCC(=O)Nc1ccc2c(c1)OCCO2 was read as Myeloid diff 2 inactive, KOR beta-arrestin-1 2.8%, PhoP inhibition -4%, HIV fusion peptide -1.2%, HEK293 NOD2/NF-kB 10%, NOD1 inhibition 4%, KOR beta-arrestin-2 -30%, SIAH1 antagonists -2%, LYP phosphatase -9% and Myeloid diff 2 GFP+ MAC1+ % 0.7.
`OC(CN1C2=NCCCN2c2ccccc21)c1ccc2c(c1)OCO2` (stereo not drawn) gave Myeloid diff 2 inactive, KOR beta-arrestin-1 18%, PhoP inhibition -2%, HIV fusion peptide -3.1%, HEK293 NOD2/NF-kB 12%, NOD1 inhibition 12%, KOR beta-arrestin-2 6%, SIAH1 antagonists 0%, LYP phosphatase -7% and Myeloid diff 2 GFP+ MAC1+ % 0.8.
For O=C(CCCN1C(=O)C(c2ccccc2)Oc2cccnc21)NCc1ccccc1Cl (stereo not drawn) the results were Myeloid diff 2 inactive, KOR beta-arrestin-1 4.7%, PhoP inhibition 4%, HIV fusion peptide -0.1%, HEK293 NOD2/NF-kB 20%, NOD1 inhibition -8%, KOR beta-arrestin-2 23%, SIAH1 antagonists -2%, LYP phosphatase -4% and Myeloid diff 2 GFP+ MAC1+ % 0.0.
CCN(CC)S(=O)(=O)c1ccc(NC(=O)Cn2cnc3ccccc3c2=O)cc1 was read as Myeloid diff 2 inactive, KOR beta-arrestin-1 -1.1%, PhoP inhibition -6%, HIV fusion peptide 0.1%, HEK293 NOD2/NF-kB -2%, NOD1 inhibition -14%, KOR beta-arrestin-2 19%, SIAH1 antagonists -1%, LYP phosphatase -5% and Myeloid diff 2 GFP+ MAC1+ % 0.6.
COCCn1c(SCC(=O)N2CCOCC2)nc2ccccc2c1=O was read as Myeloid diff 2 inactive, KOR beta-arrestin-1 7.3%, PhoP inhibition 10%, HIV fusion peptide -1.8%, HEK293 NOD2/NF-kB -34%, NOD1 inhibition 12%, KOR beta-arrestin-2 -26%, SIAH1 antagonists -3%, LYP phosphatase -11% and Myeloid diff 2 GFP+ MAC1+ % 1.0.
For CCOC(=O)c1c(-c2ccccc2)csc1NC(=O)CCN1C(=O)c2ccccc2C1=O the results were Myeloid diff 2 inactive, KOR beta-arrestin-1 -0.4%, PhoP inhibition -3%, HIV fusion peptide -1.1%, HEK293 NOD2/NF-kB 16%, NOD1 inhibition 33%, KOR beta-arrestin-2 -5%, SIAH1 antagonists -8%, LYP phosphatase -1% and Myeloid diff 2 GFP+ MAC1+ % 0.7.
CC1(c2ccc(OC(F)F)cc2)NC(=O)N(CC(=O)Nc2ccc(S(N)(=O)=O)cc2)C1=O (stereo not drawn) was read as Myeloid diff 2 inactive, KOR beta-arrestin-1 5.5%, PhoP inhibition 0%, HIV fusion peptide 1.5%, HEK293 NOD2/NF-kB -2%, NOD1 inhibition -19%, KOR beta-arrestin-2 -18%, SIAH1 antagonists 0%, LYP phosphatase -5% and Myeloid diff 2 GFP+ MAC1+ % 0.4.
`Cc1n[nH]c(=O)n1-c1ccc(Oc2ccccc2)cc1` gave Myeloid diff 2 inactive, KOR beta-arrestin-1 -3.5%, PhoP inhibition 9%, HIV fusion peptide -3.1%, HEK293 NOD2/NF-kB 10%, NOD1 inhibition 13%, KOR beta-arrestin-2 -3%, SIAH1 antagonists 1%, LYP phosphatase -4% and Myeloid diff 2 GFP+ MAC1+ % 1.7.
`Cn1c(C(=O)OCC(=O)NCCc2ccccc2)cc2sccc21` gave Myeloid diff 2 inactive, KOR beta-arrestin-1 0.9%, PhoP inhibition 3%, HIV fusion peptide 1.2%, HEK293 NOD2/NF-kB 3%, NOD1 inhibition -46%, KOR beta-arrestin-2 8%, SIAH1 antagonists 2%, LYP phosphatase -6% and Myeloid diff 2 GFP+ MAC1+ % 2.2.
CC(C)CNC(=O)C(=O)NNC(=O)C1CCCCC1 was read as Myeloid diff 2 inactive, KOR beta-arrestin-1 15%, PhoP inhibition -3%, HIV fusion peptide 2.1%, HEK293 NOD2/NF-kB 13%, NOD1 inhibition 1%, KOR beta-arrestin-2 -2%, SIAH1 antagonists -2%, LYP phosphatase -2% and Myeloid diff 2 GFP+ MAC1+ % 0.5.
`Cc1onc(-c2ccccc2)c1C(=O)Nc1cccc(C#N)c1` gave Myeloid diff 2 inactive, KOR beta-arrestin-1 -1.6%, PhoP inhibition -3%, HIV fusion peptide -0.9%, HEK293 NOD2/NF-kB 15%, NOD1 inhibition 11%, KOR beta-arrestin-2 -20%, SIAH1 antagonists -7%, LYP phosphatase -4% and Myeloid diff 2 GFP+ MAC1+ % 1.2.
CCOc1ccc(N2C(=O)CC(NCCc3c[nH]c4ccccc34)C2=O)cc1 (stereo not drawn) was read as Myeloid diff 2 inactive, KOR beta-arrestin-1 3.4%, PhoP inhibition -8%, HIV fusion peptide 0.5%, HEK293 NOD2/NF-kB 3%, NOD1 inhibition -30%, KOR beta-arrestin-2 8%, SIAH1 antagonists 3%, LYP phosphatase 5% and Myeloid diff 2 GFP+ MAC1+ % 0.5.

Two records picked at random from those above, as already listed:
For O=C(CCCN1C(=O)C(c2ccccc2)Oc2cccnc21)NCc1ccccc1Cl (stereo not drawn) the results were Myeloid diff 2 inactive, KOR beta-arrestin-1 4.7%, PhoP inhibition 4%, HIV fusion peptide -0.1%, HEK293 NOD2/NF-kB 20%, NOD1 inhibition -8%, KOR beta-arrestin-2 23%, SIAH1 antagonists -2%, LYP phosphatase -4% and Myeloid diff 2 GFP+ MAC1+ % 0.0.
CCn1c(COc2ccc(C)cc2)nnc1SCC(=O)Nc1ccc2c(c1)OCCO2 was read as Myeloid diff 2 inactive, KOR beta-arrestin-1 2.8%, PhoP inhibition -4%, HIV fusion peptide -1.2%, HEK293 NOD2/NF-kB 10%, NOD1 inhibition 4%, KOR beta-arrestin-2 -30%, SIAH1 antagonists -2%, LYP phosphatase -9% and Myeloid diff 2 GFP+ MAC1+ % 0.7.

Screening data as filed in PubChem.
